BioA inh = M. tuberculosis BioA enzyme inhibitors, primary screen, biochemical, plate reader, single point, HTS | 7,8-diaminopelargonic acid synthase BioA (Mycobacterium tuberculosis) | purified M. tuberculosis BioA enzyme | inhibition, % at 9.99 µM | 360,000 tested, 0.096% active; in the data active = inhibition above about 40%; inconclusive = no clear call, values can overlap the other calls
Mtb FBA inh = Mtb FBA enzyme inhibitors, primary screen, biochemical, fluorescence, strain H37Rv; Fructose-bisphosphate aldolase (Mycobacterium tuberculosis (strain ATCC 25618 / H37Rv)), …; purified M. tuberculosis FBA, fluorescence read-out; inhibition, % at 1 µM; 360,000 tested, 2.3% active; in the data active = inhibition above about 27%;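 also: 0% = vehicle and 100% = reference inhibitor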
Target sequence (P9WQA3 whole entry, looked up): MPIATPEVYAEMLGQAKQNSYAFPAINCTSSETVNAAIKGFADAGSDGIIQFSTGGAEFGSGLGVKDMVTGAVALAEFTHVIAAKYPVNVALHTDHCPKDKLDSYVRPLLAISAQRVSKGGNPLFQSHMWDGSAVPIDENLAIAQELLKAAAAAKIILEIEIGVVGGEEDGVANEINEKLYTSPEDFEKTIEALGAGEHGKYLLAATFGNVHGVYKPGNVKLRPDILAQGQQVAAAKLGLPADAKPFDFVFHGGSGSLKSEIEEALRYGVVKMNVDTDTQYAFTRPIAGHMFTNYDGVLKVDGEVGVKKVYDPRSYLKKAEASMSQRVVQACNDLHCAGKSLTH
Mtb UGM inh = M. tuberculosis UGM enzyme inhibitors, primary screen, biochemical, fluorescence polarization, single point. UDP-galactopyranose mutase (Mycobacterium tuberculosis (strain ATCC 25618 / H37Rv)), …. 320,000 tested, 0.06% active. inhibition, % at 10 µM. AID 504406, 2011. purified UGM, fluorescence polarization probe displacement; in the data active = inhibition above about 10%, passing the limit was not always enough; inconclusive = no clear call, values can overlap the other calls
Target sequence (P9WIQ1 whole entry, looked up): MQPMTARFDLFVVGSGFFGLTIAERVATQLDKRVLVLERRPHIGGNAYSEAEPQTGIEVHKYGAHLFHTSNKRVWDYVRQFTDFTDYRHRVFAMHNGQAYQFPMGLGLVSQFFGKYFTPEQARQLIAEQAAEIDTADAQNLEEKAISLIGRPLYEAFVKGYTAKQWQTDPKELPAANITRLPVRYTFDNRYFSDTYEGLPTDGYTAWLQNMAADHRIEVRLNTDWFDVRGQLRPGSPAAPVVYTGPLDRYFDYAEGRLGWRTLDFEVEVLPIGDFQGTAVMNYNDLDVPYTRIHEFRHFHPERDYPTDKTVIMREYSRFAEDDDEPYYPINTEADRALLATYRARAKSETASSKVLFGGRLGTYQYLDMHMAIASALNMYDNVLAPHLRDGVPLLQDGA
GDH-TPI inh = GDH-TPI coupling enzyme inhibitors, primary screen, artefact control for M. tuberculosis FBA inhibitor project, biochemical, absorbance, full deck; GDH-TPI coupled enzyme counterscreen, NADH absorbance; inhibition, % at 4.8 µM; 360,000 tested, 1.2% active;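 also: 0% = DMSO wells and 100% = wells lacking the enzyme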
BoNT A protease = BoNT/A light chain protease inhibitors, primary screen, biochemical, flow cytometry, MLPCN library; Botulinum neurotoxin type A light chain protease (Clostridium botulinum A str. ATCC 3502); inhibition, % at 10 µM; multiplex microsphere protease substrate cleavage; 360,000 tested, 0.17% active; AID 588499, 2011; in the data active = inhibition above about 30%; inconclusive = no clear call, values can overlap the other calls; also: plate controls were buffer without enzyme for full effect and enzyme alone for no effect
CCHFV vOTU inh = CCHFV vOTU protease inhibitors, primary screen, biochemical, Pep-AMC substrate, fluorescence. inhibition, % at 11.5 µM. 370,000 tested, 0.55% active. AID 651958, 2012; also: 0% = vehicle wells with enzyme and 100% = no enzyme wells
PrPC surface inh = inhibitors of human cell surface prion protein PrPC, primary screen, cell-based, TR-FRET; inhibition, % at 13.8 µM; AID 720596, 2013; 370,000 tested, 0.43% active; Major prion protein (Homo sapiens), P04156; TR-FRET read-out; in the data active = inhibition above about 24%; also: 0% = median of the test wells and 100% = reference compound wells
FadD28 binding = inhibitors of FadD28 bisubstrate probe binding, primary screen, biochemical, fluorescence polarization, single point | inhibition, % at 12.5 µM | 360,000 tested, 0.22% active | Mycobacterium tuberculosis FadD28 fatty-acid-AMP ligase; in the data active = inhibition above about 8.5%, passing the limit was not always enough; inconclusive = no clear call, values can overlap the other calls
BoNT F protease = BoNT/F light chain protease inhibitors, primary screen, biochemical, flow cytometry, MLPCN library | AID 588497, 2011 | Botulinum neurotoxin type F light chain protease (Clostridium botulinum) | Multiplex microsphere protease cleavage assay | 360,000 tested, 0.22% active | inhibition, % at 10 µM; in the data active = inhibition above about 35%, passing the limit was not always enough; inconclusive = no clear call, values can overlap the other calls; also: plate controls were buffer without enzyme for full effect and enzyme alone for no effect
Numbers without * were called inactive; ? = inconclusive; / = no result given; + = active, no number. Rule as the data show it, unless noted: active = inhibition above about 30%; inactive = the rest.

SMILES	BioA inh	Mtb FBA inh	Mtb UGM inh	GDH-TPI inh	BoNT A protease	CCHFV vOTU inh	PrPC surface inh	FadD28 binding	BoNT F protease
Cc1ccc(S(=O)(=O)NC(=O)C2(C)CCN2C(=O)CCc2ccc(Cl)cc2Cl)cc1 (stereo not drawn)	-6.4	2	/	13	0.2	6	-2	-0.3	0
O=C(Nc1ccc(Cl)c(NC(=O)c2cccs2)c1)c1ccco1	0.9	2	1.6	11	-2.6	2	-2	-2.7	?
CCOC(=O)N1CCN(S(=O)(=O)c2ccc(C)c(C)c2C)CC1	0.5	0	-2.2	-1	-0.1	13	4	-1.8	0
COc1ccc(-c2ccc(CCC(=O)O)n2CC2CCCO2)cc1 (stereo not drawn)	/	33*	1.6	11	1.4	-43	-1	0.2	0
O=C(NCc1ccc(Cl)c(Cl)c1)c1ccc2c(c1)OCO2	0.1	1	-3.3	-3	1.6	11	7	1.4	-2
COc1ccc(C(CNC(=O)C(C)Oc2ccc(Br)cc2)N2CCOCC2)cc1 (stereo not drawn)	-0.7	-1	4.7	9	-1.3	-15	7	-3.7	-3
Nc1c([N+](=O)[O-])cc2c3c(cccc13)CC2	1.2	-6	/	/	0.2	10	-37	-1.0	1
COC(=O)c1ccc(C(=O)OC)c(NC(=S)N2CCN(c3cc(Cl)ccc3C)CC2)c1	-1.2	1	0.9	-4	-0.1	-20	9	-0.8	-7
COc1ccc(-n2c(Cc3cccn3C)nnc2SCC(=O)Nc2nccs2)cc1	2.0	0	-1.6	-3	0.1	-3	-1	-1.0	-3
O=C(CC12CC3CC(CC(Br)(C3)C1)C2)NC1=NCCS1	-0.6	-1	1.2	-11	0.2	1	-4	-4.9	-3
OCc1nc2ccccc2n1CCOc1ccccc1	/	0	-0.5	0	0.2	3	-3	0.2	-1
Cc1oc(-c2ccccc2Cl)nc1CS(=O)CC(=O)NCc1ccc2c(c1)OCO2 (stereo not drawn)	-0.5	-2	-0.6	6	0.2	2	-2	-1.0	12
CCOC(=O)C1(C)CCCCN1C(=O)c1cccc(Cl)c1 (stereo not drawn)	0.8	0	/	-4	-0.2	-4	-2	-1.8	7
CCc1cccc(NC(=O)c2cccc(S(=O)(=O)N3CCN(C)CC3)c2)c1	-0.3	2	0.7	8	0.6	-8	7	-0.9	-1
COc1cc(NC(=O)COC(=O)Cc2ccc(-c3ccccc3)cc2)cc(OC)c1	/	-7	1.4	3	0.2	12	0	0.0	1
O=C(c1cccc(-c2ccccc2F)c1)N1CC[C@@H](N2CCC(O)CC2)[C@H](O)C1	14	0	0.2	-8	-2.5	1	4	-3.2	-3
Cc1ccc(OCCNS(=O)(=O)c2cccs2)cc1	0.9	-2	0.4	5	2.5	-10	2	-4.3	13
CC(=O)Nc1ccccc1NC(=O)c1cc(C)cc(C)c1	/	-4	-0.4	-2	-0.7	13	-1	-0.2	-5
CCOc1ncccc1C(=O)N1CCN(S(=O)(=O)c2ccc3c(c2)OCCO3)CC1	-1.7	3	-1.0	0	-0.1	6	5	-0.9	-4
Cc1c(-c2cccc(NC(=O)c3ccco3)c2)nc2ncccn12	/	+	0.3	29	-0.1	-332	-14	-5.0	-7

Whole records as entered above. Order of screens: BioA inh	Mtb FBA inh	Mtb UGM inh	GDH-TPI inh	BoNT A protease	CCHFV vOTU inh	PrPC surface inh	FadD28 binding	BoNT F protease
CCOC(=O)N1CCN(S(=O)(=O)c2ccc(C)c(C)c2C)CC1 as listed: 0.5	0	-2.2	-1	-0.1	13	4	-1.8	0
COc1cc(NC(=O)COC(=O)Cc2ccc(-c3ccccc3)cc2)cc(OC)c1 as listed: /	-7	1.4	3	0.2	12	0	0.0	1
CCOc1ncccc1C(=O)N1CCN(S(=O)(=O)c2ccc3c(c2)OCCO3)CC1 as listed: -1.7	3	-1.0	0	-0.1	6	5	-0.9	-4

Additional results.
SMILES	BioA inh	Mtb FBA inh	Mtb UGM inh	GDH-TPI inh	BoNT A protease	CCHFV vOTU inh	PrPC surface inh	FadD28 binding	BoNT F protease
Cc1cc(Cc2ccc([N+](=O)[O-])cc2)c(C)cn1	4.7	4	2.0	9	-3.5	2	-16	-1.9	-18
O=C(CSCc1ccc(Cl)cc1Cl)Nc1nccs1	-0.2	1	5.8	2	0.1	1	-5	-2.3	0
Cc1ccc(C(=O)NC2CCCCNC2=O)cc1C (stereo not drawn)	/	-4	0.2	21	5.9	-7	-2	-0.9	?
Cc1cc(C(=O)OCC(=O)Nc2ccccc2F)c(C)n1C1CC1	-0.9	5	/	9	1.6	4	-7	-0.9	3
CSc1ccc(CSCC(=O)N2CCN(S(=O)(=O)c3ccc(C)cc3C)CC2)cc1	0.0	-1	1.1	-7	-1.4	1	5	-2.3	8
CCN(CC)c1ccc(N=Cc2c(C)[nH]c3ccccc23)cc1	/	-2	-1.0	6	-1.6	2	-3	-1.1	-85
CN1CCN(C(=O)CCN2C(=O)c3ccccc3C2=O)CC1	/	-4	-1.6	-9	0.0	-4	-5	-3.2	-1
CCOC(=O)C1(C)CCCN(C(=O)c2cccc(Cl)c2)C1 (stereo not drawn)	-0.3	-2	/	2	-0.7	-8	3	-3.1	-1
Cc1cc(-c2ccccc2)nc(N/N=C/c2ccc(N(C)C)cc2)n1	/	0	-4.6	31*	-0.9	8	-2	-0.8	0
COC(=O)C1=C(c2ccc(F)cc2F)C[C@@H]2CC[C@H]1N2C(=O)N1CCCC1	1.5	-1	-0.9	-3	-0.5	-11	2	-2.8	-2
Cc1c(Br)c([N+](=O)[O-])nn1C(C)C(=O)N1CCCc2ccccc21 (stereo not drawn)	3.3	1	1.0	8	?	6	-7	-1.0	5
CC(=O)c1cccc(NC(=O)C2CCN(S(=O)(=O)c3ccccc3)CC2)c1	/	6	1.0	6	0.3	-1	8	-0.3	10
COc1cccc2c1Oc1ncccc1N(C(=O)CCC(=O)NCc1cccc(C)c1)C2	0.2	0	2.3	-6	0.5	8	-9	-0.5	-1
CC(=O)Nc1ccc(NC(=O)c2nc(-c3ccccc3)oc2C)cc1	/	-5	1.8	-5	1.0	-5	0	-2.0	-7
COc1ccc(C(=O)N/C(=C\c2cn(S(=O)(=O)N(C)C)c3ccccc23)C(=O)N2CCOCC2)cc1	-3.0	3	0.8	16	-0.5	5	-3	-0.4	8
COc1cc2c3nnc(-c4ccc(F)cc4)c-3cn(Cc3cccc(C)c3)c2cc1OC	-3.9	11	9.0	-12	1.2	-45	7	-3.4	-1
CCC(=O)NC(C)c1nc2ccccc2n1C (stereo not drawn)	-2.1	-2	-4.2	4	-0.2	-8	1	0.2	-15
O=C(Cc1cc(=O)[nH]c(=O)[nH]1)NCc1ccccc1	3.3	3	-0.3	1	-0.6	-6	-6	0.2	5
CSc1cccc(NC(=O)CCCOc2cc(=O)n(C)c3ccccc23)c1	-2.6	-1	/	7	0.1	-6	-1	-2.5	2
CN(CCO)c1cc(N2CCCCC2)c2nonc2c1[N+](=O)[O-]	1.4	-20	1.0	9	0.4	12	-24	0.8	-3
COc1cccc(NC(=O)c2ccc(NS(=O)(=O)c3cccs3)cc2)c1	-3.7	0	/	18	-3.4	7	1	0.3	-9
CCCN=C1N(C)C[C@@H]2[C@@H]3C(=O)N(Cc4ccccc4)C(=O)[C@@H]3[C@](Cc3ccccc3)(C(=O)OC)N12	-1.0	1	/	8	-0.1	-2	-5	-0.4	-8
COc1cccc(OC)c1C(=O)Nc1ccccc1N1CCCC1	-0.8	2	2.0	-3	0.6	29	-3	-1.9	?
O=C(Cc1cccc2ccccc12)N1CC[C@@]2(O)CCCC[C@H]2C1	1.8	2	-0.6	-5	0.1	-1	-11	-3.5	1
O=C(CN1CCN(Cc2ccccc2)CC1)N1CCN(c2ccccc2)CC1	/	-1	1.2	-4	?	-14	-5	-4.8	?
COc1cc(C=O)c(Cl)cc1OCC(N)=O	/	-2	0.9	7	0.1	5	5	-3.7	0
O=C(c1ccccc1)C(Cn1cncn1)C(Sc1ccccc1)c1ccccc1 (stereo not drawn)	-0.7	0	-1.5	0	-0.1	9	-4	-1.6	1
COc1ccc(N2C(=O)C3C(c4ccc(C(=O)O)cc4)NC(Cc4ccccc4)(C(=O)O)C3C2=O)c([N+](=O)[O-])c1 (stereo not drawn)	/	1	2.1	0	0.3	-7	-14	-3.8	1
COc1ccc(NC(=O)c2ccc(NCC3CCCO3)c([N+](=O)[O-])c2)cc1 (stereo not drawn)	/	0	0.0	0	0.1	-10	-25	-2.1	-2
CNc1cc(N2CCN(S(=O)(=O)N(C)C)CC2)ccc1[N+](=O)[O-]	/	-4	0.8	8	-1.0	11	-16	0.8	3
C/C(=N\NC(N)=S)C12CC3CC(CC(C3)C1)C2	/	0	1.6	9	0.4	-19	0	1.7	-8
Cc1ccc(-n2nnnc2SCC(=O)Nc2ccc(N3CCN(C)CC3)cc2)c(C)c1	0.3	3	-1.2	8	0.3	-7	2	-0.4	-9
c1coc(CN=C2NC(=NCc3ccco3)c3ccccc32)c1	0.7	-2	0.7	0	1.5	3	4	-2.2	0
O=C(Nc1ccc(Cl)cc1Cl)NC1CCN(S(=O)(=O)c2ccc(F)cc2)CC1	-0.7	1	0.9	12	0.6	7	0	-3.2	-4
Cc1ccc(NC(=O)C2CC(=O)N(C(C)c3ccccc3)C2)cc1 (stereo not drawn)	2.3	-2	3.0	9	-0.2	3	-2	-1.0	-9
CCOC(=O)N1CCC(Nc2c(NCCCN(C)Cc3ccccc3)c(=O)c2=O)CC1	-1.6	-1	-0.1	3	-0.3	4	3	-0.1	5
Cc1nn(C)c(Cl)c1C(N)=O	-3.8	-4	0.5	-7	-0.5	3	-3	-4.4	-5
CCNC(=S)N1CCN(S(=O)(=O)c2ccc(C)c(C)c2)CC1	/	-4	4.5	-2	-1.2	0	3	-2.9	-7
Cc1cccc(NC(=O)CSCc2cc(=O)n3ccsc3n2)c1C	0.0	1	2.7	2	-1.7	/	/	-1.8	-2

Results in BioA inh, GDH-TPI inh and FadD28 binding, for six of the compounds above:
Structure | BioA inh | GDH-TPI inh | FadD28 binding
O=C(Nc1ccc(Cl)cc1Cl)NC1CCN(S(=O)(=O)c2ccc(F)cc2)CC1 | -0.7 | 12 | -3.2
Cc1cccc(NC(=O)CSCc2cc(=O)n3ccsc3n2)c1C | 0.0 | 2 | -1.8
COc1cccc(OC)c1C(=O)Nc1ccccc1N1CCCC1 | -0.8 | -3 | -1.9
Cc1nn(C)c(Cl)c1C(N)=O | -3.8 | -7 | -4.4
COc1ccc(N2C(=O)C3C(c4ccc(C(=O)O)cc4)NC(Cc4ccccc4)(C(=O)O)C3C2=O)c([N+](=O)[O-])c1 (stereo not drawn) | / | 0 | -3.8
C/C(=N\NC(N)=S)C12CC3CC(CC(C3)C1)C2 | / | 9 | 1.7
